Screens: PubChem BioAssay, The Scripps Research Institute Molecular Screening Center
TEAD-YAP block: TEAD-YAP interaction inhibition; HEK-TIYL cells, TEAD-Gal4/YAP UAS-luciferase luminescence; inhibition, % at 9.12 µM; hit rate 1.4% among 640,000; in the data active = inhibition above about 32%;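 note: 0% = median of test compound wells and 100% = reference inhibitor wells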
GPR151 activ: human GPR151 activation; PathHunter beta-arrestin GPR151 cells, luminescence; hit rate 1% among 650,000; AID 1508602; Q8TDV0; activation, % at 11.2 µM; in the data active = activation above about 4.9%;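 note: 0% = median of compound wells and 100% = cells with positive control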
FBW7 activator: human FBW7 E3 ligase activation, primary screen; Q969H0; AlphaScreen FBW7–phospho-cyclin E peptide binding, activator screen; normalized activity (activation), % at 26.1 µM; hit rate 0.13% among 650,000; in the data active = normalized activity above about 1.9%;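 note: purified mutant Fbw7 with reduced substrate affinity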
Target sequence (Q969H0 whole entry, looked up): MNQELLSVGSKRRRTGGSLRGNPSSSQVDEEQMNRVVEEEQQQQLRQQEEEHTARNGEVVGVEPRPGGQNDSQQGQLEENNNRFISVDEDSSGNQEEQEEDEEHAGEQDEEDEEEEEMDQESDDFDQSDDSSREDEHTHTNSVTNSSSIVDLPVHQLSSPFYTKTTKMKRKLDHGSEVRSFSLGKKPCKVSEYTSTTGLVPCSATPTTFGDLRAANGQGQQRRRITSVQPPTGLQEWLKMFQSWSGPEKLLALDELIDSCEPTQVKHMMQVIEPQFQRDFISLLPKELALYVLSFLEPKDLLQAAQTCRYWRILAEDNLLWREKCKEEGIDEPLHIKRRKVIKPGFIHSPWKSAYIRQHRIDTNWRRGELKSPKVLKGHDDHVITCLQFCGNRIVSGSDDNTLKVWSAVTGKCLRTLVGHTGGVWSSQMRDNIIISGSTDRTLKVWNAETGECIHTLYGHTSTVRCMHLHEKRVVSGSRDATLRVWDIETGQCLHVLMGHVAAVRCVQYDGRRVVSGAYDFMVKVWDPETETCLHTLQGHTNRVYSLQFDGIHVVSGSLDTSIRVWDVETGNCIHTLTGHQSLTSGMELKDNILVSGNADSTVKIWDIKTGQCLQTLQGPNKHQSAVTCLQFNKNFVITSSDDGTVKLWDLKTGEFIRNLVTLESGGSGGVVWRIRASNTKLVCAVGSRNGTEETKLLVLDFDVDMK
MITF primary: inhibitors of human MITF. O75030. AID 1259374. AlphaScreen MITF homodimerization, bead proximity signal. inhibition, % at 2.6 µM. hit rate 0.91% among 650,000; in the data active = inhibition above about 50%;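 note: 0% = vehicle wells with protein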
Active calls of the source: *; & = joins results of further samples.

| Structure | TEAD-YAP block | GPR151 activ | FBW7 activator | MITF primary |
| --- | --- | --- | --- | --- |
| N=c1sc2c(n1CC(=O)c1ccc(I)cc1)CCCC2 | -42.3 | 1.1 | -0.1 | 0.0 |
| CCOc1ccc(NC(=O)C(C)Sc2nc3ccc(NC(C)=O)cc3s2)cc1 (centres undefined) | 0.6 | 1.0 | 0.0 | 5.7 |
| CCCCN(NC(C)=O)c1nc(Cl)nc(NCC)n1 | 8.9 | -1.0 | 0.1 | 3.1 |
| CN(CCc1ccccn1)c1ncnc2[nH]ncc12 | -16.3 | -2.1 | 0.1 | -4.4 |
| O=C1c2ccc([N+](=O)[O-])cc2C(=O)N1CCc1nc2ccccc2c(=O)o1 | 9.1 | 3.7 | -0.1 | -8.0 |
| COc1ccc(CCNC(=O)CCCn2c(SCc3ccc([N+](=O)[O-])cc3)nc3cc4c(cc3c2=O)OCO4)cc1OC | -11.1 | -2.4 | 0.2 | -2.9 |
| Cc1ccc(C)c(NC(=O)C(NS(=O)(=O)c2ccc3c(c2)oc(=O)n3C)C(C)C)c1 (centres undefined) | 6.3 | 0.9 | 0.2 | 3.7 |
| COCCn1c(=O)n(CC=C(C)C)c2cccnc21 | -6.4 | 0.9 | -0.1 | -2.7 |
| Cc1nc2cc(C(=O)N3CCC4(CC3)NC(=O)c3ccccc3N4)ccc2n1C | -5.7 | 0.4 | 0.0 | 4.4 |
| Cn1c(=O)[nH]c(=O)c2c1nc(SCC(O)CCl)n2CCc1ccccc1 (centres undefined) | 4.9 | 2.5 | 0.0 | 6.0 |
| CCOC(=O)c1c(NC(=O)CCCN2C(=O)c3cccc4cccc(c34)C2=O)sc2c1CCC2 | -3.5 | -0.3 | 0.0 | -1.6 |
| CC1CCN(c2ncnc3ccccc23)CC1 | 17.6 | 1.5 | 0.0 | -2.7 |
| CN(CCc1ccccn1)Cc1ccc2c(c1)OCO2 | 4.4 | 0.2 | 0.3 | 62.7* |
| O=C1c2nccnc2C(=O)N1c1ccc(F)c([N+](=O)[O-])c1 | 3.9 | 1.2 | -0.1 | 8.3 |
| Cc1ccc(C2C3=C(CC(C)(C)CC3=O)N(c3cccc(Cl)c3Cl)C3=C2C(=O)CC(C)(C)C3)cc1 | 1.8 | -0.1 | -0.1 | 5.5 |

Compounds from the list above that have an NH in an aromatic ring:
| Structure | TEAD-YAP block | GPR151 activ | FBW7 activator | MITF primary |
| --- | --- | --- | --- | --- |
| CN(CCc1ccccn1)c1ncnc2[nH]ncc12 | -16.3 | -2.1 | 0.1 | -4.4 |
| Cn1c(=O)[nH]c(=O)c2c1nc(SCC(O)CCl)n2CCc1ccccc1 (centres undefined) | 4.9 | 2.5 | 0.0 | 6.0 |

Carrying on:
| Structure | TEAD-YAP block | GPR151 activ | FBW7 activator | MITF primary |
| --- | --- | --- | --- | --- |
| CCN(CC)Cc1c(C)oc(CC(C)C)c1C(=O)O | -1.9 | -0.2 | -0.2 | 10.4 |
| CC(C)(C)OC(=O)NCC(=O)NCC(=O)OCc1ccccc1 | -17.6 | 0.2 | 0.0 | -8.6 |
| Cc1cccc(CC2CC(=O)N(c3ccc(F)cc3)C2=O)c1 (centres undefined) | 9.5 | 0.9 | -0.2 | -0.1 |
| Cc1nc(N)sc1-c1csc(Nc2ccc(N)cc2)n1 | -8.2 | -0.4 | 0.1 | 5.3 |
| O=C(c1ccc(F)cc1)N1CCN(c2ccc([N+](=O)[O-])c(NC3CC3)c2)CC1 | 6.2 | 0.5 | 0.1 | 5.1 |
| COc1ccccc1OCc1cc(C(=O)N2CCC(N3CCCC3)CC2)no1 | 2.0 | 2.8 | -0.1 | 0.1 |
| Nc1nc(SCC(=O)O)n[nH]1 | -2.2 | 0.1 | 0.0 | 8.0 |
| CC(C)(C)c1ccc(OCc2ccc(C(=O)Nc3cccnc3)o2)cc1 | -77.2 | -2.8 | -0.1 | 5.7 |
| CSc1ccccc1NC(=O)c1csc(C)c1 | -9.9 | 0.1 | -0.1 | 12.0 |
| O=C(c1ccc(Nc2nc(-c3ccccc3)c3cc(Cl)ccc3n2)cc1)N1CCN(c2ccccc2Cl)CC1 | -5.3 | 0.1 | -0.1 | -13.9 |
| O=C1N[C@H](C(=O)NCCN2Cc3ccccc3OC(c3ccsc3)C2)CS1 (some centres undefined) | 12.9 | -0.7 | -0.1 | -3.4 |
| COc1cccc2sc(=NC(=O)COc3ccc(Cl)cc3Cl)n(C)c12 | -5.4 | 1.9 | 0.0 | 4.9 |
| Cc1nc2ccccc2c(=O)n1-c1ccc(-n2c(C)nc3ccccc3c2=O)cc1 | -0.3 | 1.6 | -0.1 | 9.1 |
| Cc1ccccc1OCC(=O)O/N=C(\N)Cc1ccc(Cl)cc1 | 0.9 | -1.0 | 0.3 | -1.9 |
| COc1ccc(NC(=O)C2(C)c3ccccc3-c3ccccc32)cc1 | -0.2 | 2.9 | 0.0 | 7.7 |

Further structures follow:
| Structure | TEAD-YAP block | GPR151 activ | FBW7 activator | MITF primary |
| --- | --- | --- | --- | --- |
| CCNC(=O)N1CCC(n2nccc2NC(=O)Nc2ccccc2OC)CC1 | 15.1 | -0.7 | -0.1 | 2.5 |
| O=C(NCCOc1ccccc1)c1cncc(Nc2cccnc2)c1 | -10.0 | 0.0 | 0.1 | 27.4 |
| Cc1c(/C=N/NC(=O)COc2ccccc2C#N)c2ccccc2n1C | -6.4 | 2.7 | 0.7 | 5.6 |
| Cc1onc(-c2ccccc2Cl)c1C(=O)NC1CCCCCC1 | -8.8 | 1.2 | 0.1 | -3.3 |
| CCCCCOc1ccc(OC(=O)c2sc3ncn(CC)c(=O)c3c2C)cc1 | -7.0 | 0.3 | 0.0 | 11.5 |
| COC(=O)C1C2C=CC3(CN(C(C)c4ccncc4)C(=O)C13)O2 (centres undefined) | 3.8 | 1.0 | -0.1 | -3.6 |
| Cc1ccc(-c2nnc(Nc3ccc(C(N)=O)cc3)c3ccccc23)cc1S(N)(=O)=O | 5.4 | -1.1 | 0.0 | 7.1 |
| N#Cc1c(C(F)(F)F)cc(-c2cccs2)nc1SC/C=C/CSc1nc(-c2cccs2)cc(C(F)(F)F)c1C#N | 12.2 | 1.1 | 0.0 | 0.7 |
| COc1ccc(Cl)cc1-n1c(Cc2c(C)[nH]c3ccccc23)n[nH]c1=S | 0.9 | 0.0 | 0.1 | 10.1 |
| COC(=O)c1ccccc1NC(=O)Cn1nc2n(C)c3ccccc3n2c(=O)c1=O | -7.0 | 1.7 | 0.2 | -0.3 |
| O=C1CCSc2cccc3cccc(c23)N1 | 19.1 | 0.4 | 0.1 | 5.8 |
| Fc1ccc(-c2cn3nc(-c4ccc(F)cc4)c(-c4ccc(F)cc4)nc3n2)cc1 | -12.4 | 3.3 | 0.1 | 11.3 |
| CCOC(=O)c1c(NC(=O)c2ccc(OC)c(OC)c2)sc2c1CCC(C)C2 (centres undefined) | -1.1 | -0.1 | 0.0 | 7.9 |
| CCOc1ccc2c(c1)-c1c(ssc1=S)C(C)(C)N2C(=O)C(C)CC (centres undefined) | -3.3 | -0.2 | -0.1 | 29.0 |
| COCCNC(=O)C(=O)Nc1cccc(Cl)c1Cl | -24.0 | -0.8 | 0.0 | 4.5 |

Carrying on:
| Structure | TEAD-YAP block | GPR151 activ | FBW7 activator | MITF primary |
| --- | --- | --- | --- | --- |
| CCc1cc2c(=O)c(Oc3ccccc3)c(C(F)(F)F)oc2c(CN(C)C)c1O | 7.4 | 1.1 | -0.1 | 11.0 |
| O=S(=O)(c1cccc2nsnc12)N1CCn2c(nc3ccccc32)C1 | -2.0 | 3.0 | 0.0 | 4.1 |
| Cc1cc(C)c2nc(N(CC3CCCO3)C(=O)Cc3ccc4c(c3)OCO4)sc2c1 (centres undefined) | -13.6 | -0.7 | 0.1 | 25.6 |
| CCC12CN3CC(CC)(CN(C1)C31C(=O)Nc3ccccc31)C2=O (centres undefined) | -5.7 | -0.5 | 0.0 | 0.3 |
| CCSCCOC(=O)C1=C(C)NC2=C(C(=O)CCC2)C1c1cc(OC)ccc1OC (centres undefined) | -0.4 | 0.4 | 1.4 | 20.6 |
| COc1ccc2c(c1)NC1(CCN(C(=O)c3sc(C)nc3C)CC1)c1cccn1-2 | -1.6 | 0.4 | -0.2 | -0.8 |
| CCCn1cc([C@@H]2C[C@H]3CN(c4ccccc4)C(=O)[C@]34CCCN24)c(C)n1 | -4.6 | -0.7 | 0.5 | 13.3 |
| Cn1c(=O)c2c(nc(Cl)n2Cc2cccc(Br)c2)n(C)c1=O | -12.8 | 0.7 | -0.1 | -1.8 |
| COCCNC(=O)c1cccc(OC2CCN(Cc3ccc(CO)o3)CC2)c1 | 1.7 | 1.2 | -0.1 | 5.0 |
| CN1CCN(C2=NC(=O)/C(=C\C=C/c3ccccc3)S2)CC1 | -5.2 | 0.3 | -0.5 | 4.8 |
| Nc1c(C(=O)Nc2ccc(Cl)cc2)sc2nc(-c3ccccc3)cc(C(F)(F)F)c12 | 5.2 | -1.3 | 0.1 | 5.2 |
| COC(=O)c1cc(OC)c(OC)cc1NC(=O)CCCN1C(=O)CCC1=O | 12.9 | 4.6 | 0.0 | 4.3 |
| C=CCOC(=O)C1=C(C)NC(C)=C(C(=O)OCC=C)C1c1ccc(C(C)C)cc1 | 1.0 | 0.8 | 0.1 | 2.3 |
| O=C(Nc1ccc(Cl)cc1)C1C2C=CC3(O2)C1C(=O)N(Cc1ccccc1Cl)C3C(=O)NC1CCCCC1 (centres undefined) | -1.7 | -0.8 | 0.0 | 8.2 |
| CC(c1ccccc1)N1C(=O)c2ccc([N+](=O)[O-])cc2C1=O (centres undefined) | 2.7 | -0.8 | 0.4 | 24.6 |

Compound profiles (already shown).
Cn1c(=O)[nH]c(=O)c2c1nc(SCC(O)CCl)n2CCc1ccccc1 (centres undefined) in the list: TEAD-YAP block = 4.9; GPR151 activ = 2.5; FBW7 activator = 0.0; MITF primary = 6.0
CCCCN(NC(C)=O)c1nc(Cl)nc(NCC)n1 in the list: TEAD-YAP block = 8.9; GPR151 activ = -1.0; FBW7 activator = 0.1; MITF primary = 3.1

Further results.
| Structure | TEAD-YAP block | GPR151 activ | FBW7 activator | MITF primary |
| --- | --- | --- | --- | --- |
| O=C(O)CCCC(=O)Nc1ccc(Oc2ccc(Cl)cc2)cc1 | -7.1 | 0.1 | -0.1 | 0.4 |
| S=c1[nH]c2ccc3ccccc3c2[nH]1 | -48.1 | 0.3 | -0.2 | 0.3 |
| Cc1ccc(NC(=O)c2cccnc2)c([N+](=O)[O-])c1 | 21.2 | 1.4 | 0.0 | 0.7 |
| Cc1ccc(C)c(S(=O)(=O)n2nnc3cc(Cl)ccc32)c1 | 1.9 | -0.2 | 0.8 | 13.0 |
| CN(C)S(=O)(=O)c1ccc(NC(=O)CNCc2ccco2)cc1 | 12.5 | -0.1 | -0.1 | 12.3 |
| Cc1oc2nc(SCC(=O)NC3CCCCC3)nc(N)c2c1C | 3.2 | -1.2 | 1.2 | 16.1 |
| COc1ccc(N=c2oc3ccc([N+](=O)[O-])cc3cc2C(=O)Nc2nccs2)cc1 | -10.2 | -0.3 | -0.2 | 7.6 |
| CC(=O)Nc1cccc(-c2cnc3c(NCCc4cccnc4)nccn23)c1 | 64.7* | -2.2 | 0.4 | 13.2 |
| NS(=O)(=O)c1ccc(CCNC(=S)Nc2cccc(C(F)(F)F)c2)cc1 | 8.8&16.4 | 1.4&2.5 | -0.1&0.5 | 18.0&12.7 |
| COc1ccc2c(c1)SC(C)C(=O)N2Cc1ccc(C)cc1 (centres undefined) | -5.3 | 2.4 | -0.1 | -4.9 |
| O=C(O)C1CCCCC1C(=O)Nc1ccc(Cl)c(Cl)c1 (centres undefined) | 7.5 | -0.6 | -0.1 | 2.1 |
| C=CCn1c(SCC(=O)/C(C#N)=C(\C)N)nnc1-c1ccccc1OC | -2.3 | -0.1 | 0.2 | -12.4 |
| COCCOC(=O)c1c(C)oc2ccc(OC(=O)c3ccc(Cl)cc3)cc12 | 0.5 | -1.4 | -0.1 | 4.1 |
| Cc1cc(C)n(C(=O)c2sc3ccccc3c2Cl)n1 | 10.9 | 2.0 | 0.0 | 5.2 |
| O=C(Nc1ccc(Cl)c(-c2nc3ccccc3[nH]2)c1)c1cc(Cl)ccc1Cl | 4.0 | 0.0 | 0.0 | -1.1 |
| CC(=O)c1cccc(CN2CCN(Cc3cccs3)C(CCO)C2)c1 (centres undefined) | -12.1 | 1.2 | -0.1 | -5.8 |
| C/C(CC(=O)Nc1ccc2c(c1)OCO2)=N\NC(=O)C(=O)NC1CCCCC1 | -2.0 | 1.2 | -0.1 | -3.7 |

In a second layout: results already given.
The line under a structure holds: TEAD-YAP block | GPR151 activ | FBW7 activator | MITF primary
- CN(C)S(=O)(=O)c1ccc(NC(=O)CNCc2ccco2)cc1
 : 12.5 | -0.1 | -0.1 | 12.3
- Cc1oc2nc(SCC(=O)NC3CCCCC3)nc(N)c2c1C
 : 3.2 | -1.2 | 1.2 | 16.1
- COc1ccc(N=c2oc3ccc([N+](=O)[O-])cc3cc2C(=O)Nc2nccs2)cc1
 : -10.2 | -0.3 | -0.2 | 7.6
- CC(=O)Nc1cccc(-c2cnc3c(NCCc4cccnc4)nccn23)c1
 : 64.7* | -2.2 | 0.4 | 13.2
- NS(=O)(=O)c1ccc(CCNC(=S)Nc2cccc(C(F)(F)F)c2)cc1
 : 8.8&16.4 | 1.4&2.5 | -0.1&0.5 | 18.0&12.7
